Source: PubChem BioAssay
L3MBTL1 inh – qHTS Assay for the Inhibitors of L3MBTL1. Lethal(3)malignant brain tumor-like protein 1 (Homo sapiens), Q9Y468. AlphaScreen L3MBTL1–H3K9me1 peptide binding. 230,000 compounds, 0.66% hits. Potency, µM (top dose mostly 57.1 µM), without a hit: at the top dose activity, negative = inhibition, usual class: inhibitors; active = well fitted inhibition curve with a large enough effect; inconclusive = small, poorly fitted or top-dose-only effect; inactive = no such curve, though single readings can be large or run the other way; also: nearly all actives have a fitted effect of over 60% in size
Target sequence (Q9Y468 whole entry, looked up): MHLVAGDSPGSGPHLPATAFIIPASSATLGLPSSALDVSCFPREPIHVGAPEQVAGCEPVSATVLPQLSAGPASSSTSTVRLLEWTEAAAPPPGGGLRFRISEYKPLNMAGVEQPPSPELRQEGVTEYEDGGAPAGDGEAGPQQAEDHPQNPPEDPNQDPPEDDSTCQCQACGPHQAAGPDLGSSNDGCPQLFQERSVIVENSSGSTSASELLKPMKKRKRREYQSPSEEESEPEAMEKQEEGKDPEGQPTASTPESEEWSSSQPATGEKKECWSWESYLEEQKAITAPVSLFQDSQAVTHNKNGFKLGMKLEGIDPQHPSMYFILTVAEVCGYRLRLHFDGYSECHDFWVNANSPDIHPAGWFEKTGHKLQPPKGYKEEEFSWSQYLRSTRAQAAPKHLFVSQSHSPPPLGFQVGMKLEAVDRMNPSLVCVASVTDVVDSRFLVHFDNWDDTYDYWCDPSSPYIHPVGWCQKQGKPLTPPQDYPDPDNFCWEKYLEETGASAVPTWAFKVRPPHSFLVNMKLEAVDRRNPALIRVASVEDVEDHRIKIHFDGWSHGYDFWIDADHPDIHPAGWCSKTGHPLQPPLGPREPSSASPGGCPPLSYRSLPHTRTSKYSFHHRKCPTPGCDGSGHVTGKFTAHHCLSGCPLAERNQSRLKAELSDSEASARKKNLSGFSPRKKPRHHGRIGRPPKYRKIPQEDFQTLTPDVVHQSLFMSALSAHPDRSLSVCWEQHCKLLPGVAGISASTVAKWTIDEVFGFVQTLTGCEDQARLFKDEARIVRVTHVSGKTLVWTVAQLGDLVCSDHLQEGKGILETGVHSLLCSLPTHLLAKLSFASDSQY
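Read-out is AlphaScreen signal from streptavidin donor and nickel chelate acceptor beads (10 ug/mL final each) bridging L3MBTL1 (50 nM) and biotinylated K9-monomethylated H3(1-15) peptide (75 nM), after 30 min compound exposure at room temperature.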
An asterisk follows results filed as active; u = inconclusive; [ ] = another dose, or the depositor's remark. % is scaled to controls: 0 for no effect and ±100 for the full control effect; potency is read from the fitted curve at half-maximal effect. An excerpt; count on the stated rates, not on these rows.

| structure | L3MBTL1 inh |
| --- | --- |
| Cc1c(NC(=O)c2cccc(NC(=O)COc3ccc(C#N)cc3)c2)c(=O)n(-c2ccccc2)n1C | 11.4% |
| Cc1ccc(S(=O)(=O)N2CCN(C(=O)COC(=O)c3cc([N+](=O)[O-])ccc3NCCO)CC2)c(C)c1 | -9.5% |
| Cc1ccc2nc(SCC(=O)NCc3ccc(S(N)(=O)=O)cc3)[nH]c2c1 | 1.2% |
| Cc1cc(C(=O)NNC(=O)[C@H](C)NC(=O)c2ccc(Br)cc2)c(C)o1 | 3.8% |
| Cc1ccc(S(=O)(=O)N(C)CC(=O)N2CCCCCCC2)cc1 | 0.5% |
| COc1ccccc1Nc1nnc(SC(C)C(=O)NC2CC2)s1 (configuration not stated) | -2.8% |
| O=C(Cc1csc(NC(=O)Nc2ccc(Cl)cc2)n1)NCc1cccnc1 | -4.4% |
| COC(=O)C1=C(C)N(Cc2ccccc2)C(=NCCc2ccccn2)N[C@H]1c1cccc(C(F)(F)F)c1 | 4.2% |
| Oc1cccc(C(=S)N2CCC(Cc3ccccc3)CC2)c1 | -7.8% |
| O=C(CSc1ccc2ccccc2n1)NC1CC1 | -0.3% |
| OCC[C@H]1C[C@@H](O)[C@H](O)[C@@]2(Cc3ccccc3CO2)O1 | -10.2% |
| O=C(OCCc1cc2ccccc2c(=O)o1)c1ccccc1C(F)(F)F | 75.6%[activator] |
| CC1CC(C)CN(C(=O)c2cc(-c3ccncc3)nc3ccccc23)C1 (configuration not stated) | 20.1% |
| CCOC(=O)C1=C(COC(=O)/C=C/c2ccc(OCC)c(OC)c2)NC(=O)NC1C (configuration not stated) | -0.5% |
| Cc1ccc(S(=O)(=O)NCCC(=O)NNc2c(F)c(F)cc(F)c2F)cc1 | u |
| COC(=O)[C@@]12CCCCN1[C@H](c1ccc(-c3ccc4c(c3)OCO4)cc1)[C@H]1C(=O)N(C)C(=O)[C@H]12 | -2.5% |
| CCOC(=O)c1c(C)[nH]c(C(=O)OCC(=O)Nc2cccnc2Cl)c1C | -2.7% |
| CCOC(=O)CCNC(=O)N1CCCC(N2CCN(c3ccc(OC)cc3)CC2)C1 (configuration not stated) | 0.2% |
| COc1ccc(-n2nc3ccc(N)cc3n2)cc1Cl | 4.5%[2.29 µM] |
| CC(C)CN(C(=O)c1ccc([N+](=O)[O-])s1)c1c(N)n(Cc2ccccc2)c(=O)[nH]c1=O | 1.1% |
| Cc1cc(C(=O)NNC(=O)c2ccccc2[N+](=O)[O-])c(C)o1 | -0.4% |
| CCOc1ccc(CN2CCCC(CO)(Cc3ccc(F)cc3)C2)cc1 (configuration not stated) | -3.1% |
| Nc1ncnc2c1nc(N1CCCCC1)n2[C@@H]1O[C@H](CO)[C@@H](O)[C@H]1O | 0.1% |
| CC(C)Cn1c(N)c(C(=O)COC(=O)c2c(O)c(Cl)cc(Cl)c2Cl)c(=O)n(C)c1=O | 0.7% |
| COCc1cc(C)nc2sc(C(=O)Nc3ccccc3C)c(N)c12 | 32.8%[activator] |
| COc1ccccc1/C=C/C(=O)NNC(=O)c1cc(C)oc1C | -17.8% |
| COc1ccc(CCC(=O)NNC(=O)c2cccs2)cc1 | -5.4% |
| O=C(COC(=O)C12CC3CC(CC(Br)(C3)C1)C2)Nc1cccc(S(=O)(=O)N2CCOCC2)c1 | -6.9% |
| CC(NC(=O)COC(=O)CN1C(=O)C2CCCCC2C1=O)c1ccccc1 (configuration not stated) | 1.7% |
| CC(C)CNS(=O)(=O)c1ccc(CCC(=O)NCc2ccc(Cl)cc2)cc1 | 6.3% |
| COc1ccc(OCCCC(=O)N2CCN(S(=O)(=O)c3cccc(F)c3)CC2)cc1 | 0.6% |
| O=C(C[C@H]1C[C@H](C(=O)N2CCOCC2)[C@@]2(CCC3CCCC3)c3[nH]c4ccc(Cl)cc4c3CCN2C1=O)NCCN1CCOCC1 | 6.3% |
| CC(C)[C@H]1COCCS(=O)(=O)N1Cc1ccccc1-c1ccccc1 | -3.1% |
| CCOc1ccccc1N1CCN(C(=O)c2cc3ccccc3cc2OC)CC1 | -3.6% |
| CC(NC(=O)Cc1ccc(Br)cc1)c1ccccc1 (configuration not stated) | 2.9% |
| CC(NC(=O)c1cc(S(=O)(=O)N2CCCC2)cn1C)c1ccccc1 (configuration not stated) | 5.4% |
| CCN1C(=O)[C@H]2[C@@H](c3ccc(-c4cccc(Cl)c4)cc3)N3CCCC[C@@]3(C(=O)OC)[C@H]2C1=O | -2.6% |
| Cc1ccc(OCCNC(=O)c2cccc(S(=O)(=O)NCc3ccccc3)c2)cc1 | -10.4% |
| COc1ccc(NC(=O)CNC(=O)c2ccco2)cc1S(=O)(=O)Nc1cc(C)ccc1Br | -7.2% |
| COc1ccc(CN2CCN(C(=O)CC(C)C)CC2)cc1 | 0.2% |
| CCNC(=O)N1CCN(S(=O)(=O)c2ccc3c(c2)OCCCO3)CC1 | -8.0% |
| O=C(c1ccccc1)c1ccc(C(=O)N2CCCC(C(F)(F)F)C2)cc1 (configuration not stated) | 7.2% |
| COc1ccc(C(C)NC(=O)C2CCCC2)cc1 (configuration not stated) | 1.4% |
| COc1cccc(C(=O)NCC(c2ccc3c(c2)OCO3)N2CCN(c3ccc(F)cc3)CC2)c1 (configuration not stated) | -17.8% |
| Cc1noc(C)c1CSCC(=O)Nc1ccc(S(=O)(=O)C(F)F)cc1 | 2.0% |
| O=S1(=O)CCO[C@H]2Cc3ccccc3[C@H]2N1Cc1ccccc1 | 0.1% |
| C=CCn1c(SCC(=O)N2CCOCC2)nc2sc(CC)cc2c1=O | 3.1% |
| O=C(/C=C/c1ccc2c(c1)S(=O)(=O)N(Cc1ccccc1)[C@H]2CC(=O)N1CCOCC1)N1CCOCC1 | 5.2% |
| CC(C)(C)OC(=O)C[C@H]1C/C=C\C[C@H](CC(=O)N[C@H](CO)Cc2ccccc2)C(=O)N2CCC[C@H]2COC1=O | 2.9% |
| CC(=O)c1cc2c(cc1NC(=O)Cc1c(C)noc1C)OCO2 | 9.1% |
| CC1O[C@@H](OC2C(COC3OC(CO)C(O)[C@H](O)C3O)OC(OC3CC[C@]4(C)C(CC[C@@]5(C)[C@@H]4CC=C4[C@@H]6CC(C)(C)CC[C@]6(CO)C(O)C[C@]45C)C3(C)C)C(O)C2O)C(O)C(O)C1O (some centres not stated) | -8.2% |
| Cc1ccc(CNC(=O)C2CCCN2C(=O)Nc2ccccc2)cc1 (configuration not stated) | 5.7% |
| O=C(O)c1cccc2c1C(=O)c1ccc(-c3ccc(F)cc3OCc3ccccc3)cc1S2(=O)=O | u |
| O=c1oc(C2(O)CCCCC2)cc2ccc(-c3ccc4[nH]ccc4c3)cc12 | 0.6% |
| CC(C)C(NC(=O)CCNC(=O)c1ccc(C(C)(C)C)cc1)c1nc2ccccc2[nH]1 (configuration not stated) | -3.3% |
| CN(CC(=O)Nc1ccccc1Cl)CC(=O)N1CCc2ccccc21 | 3.9% |

(next part)
| structure | L3MBTL1 inh |
| --- | --- |
| Clc1nccnc1N/N=C/c1ccc(Br)cc1 | -3.7% |
| Cc1ccc(/C=C(\NC(=O)c2ccccc2)C(=O)NCCN2CCOCC2)o1 | 1.9% |
| CC(C)(C)c1nnc(NS(=O)(=O)c2cc(Cl)ccc2Cl)s1 | 6.6% |
| CCOC(=O)c1c(NC(=O)COC(=O)c2cnccn2)sc(C(=O)NC)c1C | -2.9% |
| CCN(CC(=O)NCc1cccs1)C(=O)c1ccc(S(=O)(=O)Nc2ccccc2F)cc1 | 0.2% |
| Cc1ccc(S(=O)(=O)N2CCC(C(=O)NCc3ccccc3CN3CCCC3)CC2)cc1 | -8.9% |
| CC(C)c1ccc(S(=O)(=O)N2CCN(C(=O)Cc3ccsc3)CC2)cc1 | 10.7% |
| CCN(C(=O)c1ccncc1)c1c(N)n(Cc2ccccc2)c(=O)[nH]c1=O | -7.0% |
| COc1cc(CN2CCCC(N3CCN(c4ccccc4C)CC3)C2)ccc1O (configuration not stated) | -6.0% |
| CCCC(=O)C1=C(O)C(C(=O)OC)C(C)(C)CC1=Nc1cccc([N+](=O)[O-])c1 (configuration not stated) | u |
| COc1ccccc1OCC(=O)Nc1cc(NC(=O)COc2ccccc2OC)cc(C(=O)O)c1 | -3.9% |
| O=C(Nc1nccs1)c1ccc(Br)cc1 | -3.6% |
| C=CCN1CCN(C(=O)CCCc2ccccc2)CC1 | 4.6% |
| CC(C)Oc1ccc(S(=O)(=O)N2CCOCC2)cc1NC(=O)C1CCC1 | 3.0% |
| CC1CN(C(=O)c2cccc(S(=O)(=O)NCc3ccccc3)c2)CC(C)O1 (configuration not stated) | 6.4% |
| COc1ccccc1NS(=O)(=O)c1cccc(C(=O)NCC(c2ccccc2OC)N2CCCC2)c1 (configuration not stated) | -5.6% |
| O=C(c1ccccc1NS(=O)(=O)c1ccccc1)N1CCCCCC1 | 1.0%[2.29 µM] |
| Cc1cc(C)c(OCC(=O)NCC(C)(C)N2CCOCC2)c(C)c1 | 1.7% |
| O=C(Nc1cccc(O)c1)C1CC(c2ccc(Cl)cc2)=NO1 (configuration not stated) | -5.0% |
| CN(C(=O)NC1CC(=O)N(c2ccc3c(c2)OCCO3)C1)c1ccccc1 (configuration not stated) | -4.2% |
| O=C(Nc1sc2c(c1C(=O)O)CCCC2)c1ccccc1Cl | 0.7%[2.29 µM] |
| Cc1nc2c(C)cccn2c(=O)c1NC(=O)c1ccc2c(c1)OCO2 | -3.2% |
| Cc1ccc(C)c(S(=O)(=O)N2CCN(C(=O)c3ccc(-n4cncn4)c([N+](=O)[O-])c3)CC2)c1 | -0.6% |
| COc1ccc2oc(C(=O)OCC(=O)Nc3ccccc3OC)c(C)c2c1 | -10.2% |
| C=CCn1cnnc1SCC(=O)NCC1COc2ccccc2O1 (configuration not stated) | -2.6% |
| COc1cccc(CC(=O)N(CCC2=CCCCC2)c2c(N)n(Cc3ccccc3)c(=O)[nH]c2=O)c1 | -1.4% |
| CCN(CC)S(=O)(=O)c1ccc(C(=O)NCC2(N3CCOCC3)CCCCC2)cc1 | 3.9% |
| O=S1(=O)CCOC[C@H](CC2CCCCC2)N1Cc1ccccc1F | 0.0% |
| NS(=O)(=O)c1ccc(CCNS(=O)(=O)Cc2ccc(Cl)cc2)cc1 | -5.0% |
| COCCN(C(=O)c1ccccc1Oc1ccccc1)c1c(N)n(CC(C)C)c(=O)[nH]c1=O | 2.1% |
| Cc1ccc(C(=O)Nc2ncccc2C)cc1S(=O)(=O)N1CCCCC1 | 11.5% |
| COc1ccc(CN2CCN(Cc3cc4ccccc4o3)CC2CCO)cc1C (configuration not stated) | -4.1% |

Another view of some results above:
Clc1nccnc1N/N=C/c1ccc(Br)cc1
- L3MBTL1 inh = -3.7%
COc1ccc2oc(C(=O)OCC(=O)Nc3ccccc3OC)c(C)c2c1
- L3MBTL1 inh = -10.2%
O=C(C[C@H]1C[C@H](C(=O)N2CCOCC2)[C@@]2(CCC3CCCC3)c3[nH]c4ccc(Cl)cc4c3CCN2C1=O)NCCN1CCOCC1
- L3MBTL1 inh = 6.3%

Following part
| structure | L3MBTL1 inh |
| --- | --- |
| CCOC(=O)[C@@H]1[C@H]2COc3ccc(Br)cc3[C@@H]2N2C(=O)N(c3cccc(Cl)c3)C(=O)[C@@]12C | -1.8% |
| COc1ccc(C(=O)CN(CCC(=O)O)S(=O)(=O)c2ccc([N+](=O)[O-])cc2)cc1 | 1.9% |
| CC(OC(=O)c1ccccn1)C(=O)Nc1ccc(C(F)(F)F)cc1 (configuration not stated) | -3.5% |
| COc1ccccc1-c1nnc(SCC(=O)NC2CC2)n1C | 4.2% |
| Cc1cc(NC(=O)CSCC(=O)NC(C)c2ccccc2)no1 (configuration not stated) | -1.5% |
| Cc1cccc(C)c1OCC(=O)Nc1cc(Cl)ccc1-n1cncn1 | -5.6% |
| CN1C(=O)[C@@H]2C[C@@]3([C@@]45C[C@H]6C(=O)N(C)[C@@H](Cc7ccccc7)C(=O)N6[C@@H]4Nc4ccccc45)c4ccccc4N[C@H]3N2C(=O)[C@@H]1Cc1ccccc1 | -7.3% |
| CC1(c2nnc(-c3cccc(Cl)c3)o2)CC(c2ccccc2Br)=NO1 (configuration not stated) | 22.2% |
| CC(=O)N1CCN(S(=O)(=O)c2ccc3c(c2)CC(=O)N3)CC1 | -16.4% |
| CCN(CC(=O)Nc1ccc2c(c1)OCCO2)C(=O)c1ccc([N+](=O)[O-])s1 | -7.3% |
| Cn1c(=O)c2c(ncn2CC(=O)OCC(=O)Nc2sccc2C(N)=O)n(C)c1=O | -9.7% |
| Cc1cccc(N2C(=O)N3[C@H](c4ccc(Br)cc4)[C@@H]4C(=O)N(C(C)(C)C)C(=O)[C@@H]4[C@]3(Cc3ccc(Cl)cc3)C2=O)c1 | 0.1% |
| Cc1cc(S(=O)(=O)Nc2ccc(C(=O)NCC(c3ccco3)N3CCCCC3)cc2)ccc1F (configuration not stated) | -3.2% |
| C[C@H](CO)N1C[C@H](C)[C@@H](CN(C)Cc2ccc(Oc3ccccc3)cc2)Oc2c(NC(=O)C3CC3)cccc2C1=O | -10.1% |
| Cc1cc(NC(=O)c2cccc(Br)c2)n[nH]1 | -8.8% |
| CSc1ncccc1C(=O)Nc1cccc(S(=O)(=O)N2CCCCCC2)c1 | -4.6% |
| Cc1cc(OC(=O)c2ccc(C(F)(F)F)cc2)c([N+](=O)[O-])c(=O)[nH]1 | 6.7% |
| CC(C)(C)c1ccccc1NC(=O)C1=COCCO1 | 4.9% |
| CC(=O)Nc1ccc(S(=O)(=O)N(C)CC(=O)OCC(=O)N2CCCC2=O)cc1 | -5.3% |
| O=C(NCCCN1CCCC1=O)c1c(O)nc2sccn2c1=O | 4.4% |
| COc1ccc(NC(=O)c2cc(C)nc3ccccc23)cc1S(=O)(=O)N1CCOCC1 | 5.0% |
| CC(C)(C)c1ccc(NC(=O)COC(=O)C2CCCC2)cc1 | 11.8% |
